CHRM1 antagonist – human CHRM1 antagonism; AID 588852; CHO-K1 hM1, Fluo-8 calcium fluorescence, ACh EC80 antagonist; inhibition, % at 3 µM; hit rate 1.3% among 360,000;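 active = percent inhibition above its own plate's cutoff, namely the mean of that plate's compound wells plus 3 SD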;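 note: peak over basal fluorescence ratio during 140 s after agonist addition; 0% = ACh EC80 plus DMSO and 100% = DMSO alone without agonist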
Target sequence (P11229 whole entry, looked up): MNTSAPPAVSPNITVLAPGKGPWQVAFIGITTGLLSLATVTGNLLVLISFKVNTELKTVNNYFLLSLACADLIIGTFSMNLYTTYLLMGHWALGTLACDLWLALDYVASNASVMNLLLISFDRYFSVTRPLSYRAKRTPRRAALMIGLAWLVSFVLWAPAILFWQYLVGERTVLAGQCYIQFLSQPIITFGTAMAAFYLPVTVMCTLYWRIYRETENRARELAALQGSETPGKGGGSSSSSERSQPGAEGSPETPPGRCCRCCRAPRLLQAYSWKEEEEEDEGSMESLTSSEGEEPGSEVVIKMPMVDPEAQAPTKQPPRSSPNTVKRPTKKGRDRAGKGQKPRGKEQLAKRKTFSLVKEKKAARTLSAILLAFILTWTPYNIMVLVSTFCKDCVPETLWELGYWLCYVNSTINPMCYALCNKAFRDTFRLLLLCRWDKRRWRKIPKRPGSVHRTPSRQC
CHRM1 agonist – human M1 muscarinic receptor agonism; CHO-K1 hM1, Fluo-8 calcium fluorescence, agonist mode; 0% DMSO, 100% acetylcholine EC100; activation, % at 3 µM; hit rate 0.33% among 360,000; AID 588814;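 active = activation above the run's mean compound activation plus 3 SD, cut at about 16% in these data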;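 note: peak over basal fluorescence ratio within a 140 s kinetic read after compound addition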
TAAR1 agonist – agonists of human TAAR1; Q96RJ0; hit rate 0.99% among 360,000; activation, % at 3 µM; CHO RD-HGA16 TAAR1, Fluo-8 calcium fluorescence; vehicle wells 0%, saturating PEA agonist 100%;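 active = activation above the mean activation of all test compounds in the run plus 3 SD, cut at about 38% in these data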
Target sequence (Q96RJ0 whole entry, looked up): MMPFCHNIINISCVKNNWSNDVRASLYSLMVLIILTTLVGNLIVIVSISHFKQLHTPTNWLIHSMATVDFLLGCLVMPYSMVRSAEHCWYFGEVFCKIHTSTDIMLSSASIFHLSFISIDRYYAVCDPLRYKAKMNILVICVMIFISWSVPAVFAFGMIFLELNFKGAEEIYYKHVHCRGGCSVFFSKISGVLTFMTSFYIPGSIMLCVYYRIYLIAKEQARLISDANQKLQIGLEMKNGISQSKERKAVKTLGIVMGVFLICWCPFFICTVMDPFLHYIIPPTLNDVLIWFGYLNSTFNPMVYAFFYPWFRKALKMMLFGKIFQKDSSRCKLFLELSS
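Test system: RD-HGA16 (CHO) cells co-expressing Gα16 and hTAAR1 | Doses: Single dose, 3 µM | Schedule: 17-24 h seeding, 75 min 37 °C dye, 30 min RT | Evaluation: % activation from peak over basal fluorescence ratio, DMSO-to-PEA scaled | Technique: Kinetic Fluo-8 calcium fluorescence | Benchmarks: Low control DMSO, high control PEA (EC100)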
TAAR1 antagonist – human TAAR1 antagonism | CHO RD-HGA16 TAAR1, Fluo-8 calcium fluorescence, antagonist | inhibition, % at 3 µM | hit rate 1.5% among 360,000 | Q96RJ0;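 active = inhibition above a per-plate cutoff, the mean inhibition of test compounds on that plate plus 3 SD, cut at about 49% in these data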;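 note: 0% = DMSO plus EC80 beta-PEA response and 100% = DMSO alone without agonist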
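Assay system: CHO-derived RD-HGA16 cells stably expressing human TAAR1 plus Gα16. Timing: 140 s kinetic read after compound, 140 s after agonist. Technique: kinetic Fluo-8 calcium fluorescence measurement. Measure: % inhibition of agonist calcium response.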
OXTR potentiator – potentiates the human oxytocin receptor response; P30559; hit rate 0.061% among 320,000; CHO-OTR cells, Fluo-8 calcium fluorescence, potentiator mode; 0% = oxytocin EC15, 100% = EC100; AID 2445; activation, % at 3 µM;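 active = activation above that plate's cutoff, the mean activation of tested compounds plus 3 SD, cut at about 6.6% in these data, passing the limit was not always enough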;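 note: 100% uses oxytocin at 75 nM as the full agonist control; some results filed as inactive read as strong as hits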
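Material: human OTR in CHO cells. Compound: 3.0 µM, one dose. Timing: compound 6 min at room temperature before oxytocin, 100 s read. Evaluation: % activation of max/min ratio relative to oxytocin controls. Replication: single well per compound, singlicate. Signal: Fluo-8 calcium dye fluorescence.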
CHO parental Ca – counter-screen: ATP calcium response change in parental CHO cells; hit rate 0.63% among 330,000; inhibition, % at 5.6 µM; parental CHO-K1, ATP-induced calcium, Fluo-8 fluorescence;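 active = inhibition above that plate's mean sample inhibition plus 3 SD, cut at about 26% in these data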;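 note: 0% = ATP-challenged DMSO wells and 100% = DMSO wells without ATP; some compounds past the cut are filed as inactive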
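Material: parental CHO cells / Compound: single nominal dose of 5.6 µM per compound / Signal: Fluo-8 fluorescence / Replicates: singlicate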
CHO-K1 Ca PAM – nonselective activator or artifact in parental CHO-K1 calcium assay | ATP EC20, Fluo-8 calcium fluorescence; 0% at ATP EC20, 100% at ATP max | activation, % at 3 µM | hit rate 0.02% among 360,000;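 active = activation above the run cutoff, the mean activation of all test compounds plus 3 SD, cut at about 40% in these data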;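 note: peak over basal fluorescence ratio in a 140 s read after ATP addition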
CHO-K1 Ca antag – M1 antagonist counterscreen hit in parental CHO-K1 cells; AID 602250; inhibition, % at 3 µM; ATP-induced calcium, Fluo-8 fluorescence; hit rate 0.6% among 360,000;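 active = inhibition above a per-plate cutoff, the plate's mean sample inhibition plus 3 SD, cut at about 24% in these data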;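 note: 0% = DMSO plus EC80 ATP and 100% = DMSO alone without ATP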
CHO-K1 Ca ag – counter-screen for M1 agonists: effect in parental CHO-K1 cells. Fluo-8 calcium fluorescence; scaled to maximal ATP response, vehicle zero. activation, % at 3 µM. hit rate 0.48% among 360,000; in the data active = activation above about 15%;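 note: untransfected CHO-K1 host cells lacking M1 receptor as counterscreen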
* = called active by the depositor; x = not tested or not shown.

SMILES,CHRM1 antagonist,CHRM1 agonist,TAAR1 agonist,TAAR1 antagonist,OXTR potentiator,CHO parental Ca,CHO-K1 Ca PAM,CHO-K1 Ca antag,CHO-K1 Ca ag
COc1cc(C(=O)Nc2ccc(S(=O)(=O)N3CCCCC3)cc2)ccc1OCC(=O)N1CCOCC1,-1.1,-2.1,3.7,-14.8,x,x,17.1,-16.5,0.2
CNc1cncc(-c2ccc(CN(C)C)cc2)n1,-1.8,-5.6,0.8,-1.9,x,x,15.4,-10.5,0.0
COCCn1nc2cc(C(=O)NCc3cc(C(F)(F)F)cc(C(F)(F)F)c3)ccc2c1OC,11.7,-4.5,0.8,-1.7,0.2,-18.1,-6.0,-6.6,-0.7
Cc1ccc(S(=O)(=O)NC(C)C(c2cccs2)N2CCN(c3ccccc3)CC2)cc1 (stereo not given),7.5,-4.5,-1.8,14.7,-8.7,3.5,9.9,8.3,3.0
CNc1cc(-c2ccc(O)cc2C)ncn1,5.4,-0.4,1.0,4.2,x,x,-7.2,7.9,0.8
COc1ccc(CCNC(=O)C2CCN(C(=O)c3ccc(Br)cc3)CC2)cc1,-3.3,-1.6,1.2,-3.6,-0.8,-22.7,6.1,-8.1,1.3
COc1cccc(NC(=O)CCP(C)(=O)O)c1,0.9,-1.8,9.5,10.5,-3.5,-7.5,-10.2,9.0,-0.2
CCN(CC)CCCNc1cc(C)c(C#N)c2nc3ccccc3n12,-7.8,-8.8,0.6,-17.6,x,x,4.3,9.7,0.1
CCc1nnc(NC(=O)c2cccc(S(=O)(=O)N(C)c3ccccc3)c2)s1,-7.2,3.5,3.1,1.5,-16.3,-7.7,20.6,-13.4,0.1
CCOC(=O)CCC(NC(=O)CC(=O)NC(CCC(=O)OCC)C(=O)OCC)C(=O)OCC (stereo not given),-11.7,-3.2,0.6,4.8,3.8,-2.3,21.1,-17.7,0.9
CCCCCn1cnnc1SCC(=O)c1ccc2c(c1)OCO2,-3.6,-7.3,0.1,1.9,-1.3,-0.1,23.8,-20.7,0.8
CC(=O)c1ccc(N2CCN(C(=O)c3ccc4c(c3)OCO4)CC2)cc1,0.7,0.0,0.2,-9.3,-4.5,-5.2,-4.1,0.0,1.6

Remaining list, next part.
SMILES,CHRM1 antagonist,CHRM1 agonist,TAAR1 agonist,TAAR1 antagonist,OXTR potentiator,CHO parental Ca,CHO-K1 Ca PAM,CHO-K1 Ca antag,CHO-K1 Ca ag
O=C1CC2(CCN(C(=O)COc3ccc(F)cc3)CC2)Oc2ccccc21,-19.5,-2.0,3.1,13.8,-5.7,-8.3,12.9,-0.8,0.9
O=C(CN1C(=O)CCSc2ccc(S(=O)(=O)N3CCCC3)cc21)Nc1ccccc1Cl,-1.3,-4.5,5.2,-23.8,-4.6,-12.9,11.5,-18.2,0.3
CSCCC(NS(=O)(=O)c1ccc2c(c1)oc(=O)n2C)C(=O)NC1CCN(Cc2ccccc2)CC1 (stereo not given),9.1,-1.3,-0.3,-28.7,5.1,0.8,14.8,-7.3,1.3
Cc1cnc(C(=O)OCC(=O)NC2CCCCCCC2)cn1,-6.7,-3.9,5.0,-2.2,-5.0,-9.6,24.1,-11.1,1.1
COc1cc(NC(=O)CSc2nncn2C)c(C)cc1[N+](=O)[O-],-1.5,-5.0,4.0,10.8,-1.7,-3.1,-2.9,16.4,-0.1
O=C(CCCCn1c(=O)[nH]c2ccccc2c1=O)NCCC1=CCCCC1,-1.7,-2.1,6.3,-14.2,-7.2,-14.6,11.9,9.0,2.4
Cc1ccccc1NC(=O)Cc1nnc(N)s1,-17.3,-1.6,2.0,-3.7,-0.4,-14.2,-0.9,-4.2,0.5
CS(=O)(=O)N(CC(N)=O)c1ccc(F)c(Cl)c1,-15.2,-3.1,4.2,-5.0,-12.4,4.3,9.0,-7.5,0.4
COc1ccc(S(=O)(=O)N2CCN(Cc3ccccc3)CC2)c(C)c1,1.9,-6.7,1.8,7.7,-17.9,-5.2,16.8,-5.9,0.3
Cc1ccc(C(=O)CSc2nnc(COc3cccc(C)c3)o2)cc1,8.3,-5.4,4.1,-10.5,1.9,-19.2,-2.4,0.0,-0.3
COc1cc(C(C)=O)ccc1OCC(O)CN1CCN(c2ccc(C)cc2C)CC1 (stereo not given),-15.8,-7.7,1.7,-4.3,-5.5,-20.9,16.2,-14.5,2.2
COc1cc(CN2C(=O)C(Cc3ccccc3)ON=C2c2ncccc2C)cc(OC)c1 (stereo not given),-11.0,-3.7,2.0,6.6,x,x,14.4,-7.4,1.8

New compounds follow:
SMILES,CHRM1 antagonist,CHRM1 agonist,TAAR1 agonist,TAAR1 antagonist,OXTR potentiator,CHO parental Ca,CHO-K1 Ca PAM,CHO-K1 Ca antag,CHO-K1 Ca ag
COc1ccc(-c2c(-c3cc(OC)cc(OC)c3)n(C)c3ccc(-c4cnc(OC)nc4)cc23)cc1,-21.5,0.8,9.5,-8.5,-1.0,-21.4,16.8,-11.4,0.1
O=C(COC(=O)c1ccc2c(=O)n3c(nc2c1)CCC3)NC1CCS(=O)(=O)C1 (stereo not given),-15.7,-0.8,1.9,-0.7,-1.8,-3.8,-7.8,-5.6,-0.1
COCCCNc1nnc(Cc2ccc(Cl)cc2)c(=O)[nH]1,-1.4,-4.3,-0.4,-2.8,-16.5,-0.2,-8.5,-5.2,-0.1
CCOC(=O)NC(=O)C(=CNc1ccc(C)cc1)C(=O)NC(=O)OCC,-9.4,-7.2,-0.6,5.5,-11.8,-10.8,-2.1,7.4,-0.2
O=C1C/C(=C/NCc2ccccc2)C(=O)N1,-29.0,-1.5,6.8,-7.9,-0.3,-8.9,18.2,-16.6,1.6
CNC(=S)NNC(=O)c1sc2cc(C(F)(F)F)cnc2c1-c1ccccn1,0.4,-5.8,1.5,2.4,2.3,-16.1,-4.4,0.8,-0.1
Cc1ccc(NC(=O)COC(=O)CSCC(=O)Nc2cc(C)on2)c(C)c1,-5.6,-2.9,-1.1,-26.0,0.5,-2.6,13.7,-13.7,1.0
OCCN1CCN(C(=S)Nc2ccccc2)CC1,3.9,-6.5,1.5,-21.2,0.6,-12.9,1.7,-5.1,1.1
CC(=O)c1ccc(NS(=O)(=O)Cc2ccc(Cl)cc2)cc1,7.7,-8.8,7.7,-9.7,-3.8,-8.0,1.6,-11.4,0.4
CCCCn1nc2cc(C(=O)NCc3ccc(OC(F)(F)F)cc3)ccc2c1OC,13.6,-10.1,5.5,1.5,-0.9,-17.7,4.1,-7.0,-0.7
CN(CCO)c1ccc2c(c1)OC[C@H](Cc1ccccc1)NS2(=O)=O,x,x,2.4,2.7,x,x,10.6,-6.2,1.4
Cc1noc(C)c1C(=O)OCC(=O)c1ccc[nH]1,-4.3,-3.2,4.3,10.9,-6.2,-1.8,14.1,-10.0,0.5

Next section
SMILES,CHRM1 antagonist,CHRM1 agonist,TAAR1 agonist,TAAR1 antagonist,OXTR potentiator,CHO parental Ca,CHO-K1 Ca PAM,CHO-K1 Ca antag,CHO-K1 Ca ag
O=C(CN1N=C(C(F)(F)F)CC1(O)c1ccc([N+](=O)[O-])cc1)c1ccccc1 (stereo not given),8.7,-3.7,4.4,8.8,-17.3,-0.9,20.3,-16.7,1.4
CC(=O)N1CCc2cc(S(=O)(=O)NCC(=O)NCc3ccccc3Cl)ccc21,-2.2,-3.1,0.9,6.8,-2.1,-17.9,8.2,-8.9,0.0
Cc1ccsc1C(=O)N1CCCC(CCC(=O)NCc2ccccc2F)C1 (stereo not given),-3.8,-4.0,-0.2,-24.8,-16.0,-11.0,30.3,-8.2,1.2
Cc1ccccc1NC(=O)N1CCCC(c2nc(-c3ccc(C(C)C)cc3)no2)C1 (stereo not given),13.5,-1.9,10.7,-12.8,-7.5,-10.8,1.4,6.9,16.7*
O=C(NCCc1c[nH]c2ccccc12)c1ccc2c(c1)OCO2,-11.8,-2.4,1.9,2.2,-7.6,1.6,9.9,-11.2,2.8
Cc1ccc(NS(=O)(=O)c2c(C)nc3sccn3c2=O)c(C)c1,-11.6,-3.2,2.0,6.1,-6.0,-16.4,24.9,-13.9,1.4
CC1(C)CC(=O)C(C=NCCN2CCN(C3CC(=O)N(c4ccc(Cl)c(Cl)c4)C3=O)CC2)=C(O)C1 (stereo not given),-7.7,-3.3,8.9,-10.1,-5.9,-10.5,22.7,-19.1,3.9
CC(C)CCc1noc(CN2CCC(C(=O)N3CCOCC3)CC2)n1,4.1,-2.5,0.2,-6.8,-1.2,-8.3,9.7,-0.2,4.4
CC(=O)N1Cc2cc(N)ccc2Oc2ccccc21,3.8,-5.4,1.5,-1.6,-2.1,4.2,7.3,-1.3,0.3
COc1ccc(C(=O)OCC(=O)Nc2cccc(C(C)=O)c2)c(OC)c1OC,-5.3,9.9,9.0,4.6,-7.5,-8.9,-2.0,3.6,16.2*
COc1cccc(C(=O)/C=C/Nc2ccc(S(=O)(=O)Nc3cnc4ccccc4n3)cc2)c1,-9.9,-8.9,-0.8,3.2,-6.6,-7.5,23.8,-4.3,0.8
O=C(c1ccc(OC2CCN(Cc3ccccn3)CC2)cc1)N1CCCCO1,-4.5,-13.5,4.0,-13.0,-14.0,4.5,19.0,-8.7,0.3

(further entries)
SMILES,CHRM1 antagonist,CHRM1 agonist,TAAR1 agonist,TAAR1 antagonist,OXTR potentiator,CHO parental Ca,CHO-K1 Ca PAM,CHO-K1 Ca antag,CHO-K1 Ca ag
CC(=O)Nc1ccc(C=NNC(=O)CCCC(=O)NN=Cc2ccc(NC(C)=O)cc2)cc1,-16.2,-1.4,5.7,-8.5,x,x,1.3,-8.1,0.6
Cc1ccc2occ(C3NC(C(=O)O)CS3)c(=O)c2c1 (stereo not given),-6.8,-2.4,0.1,-8.4,-4.8,-7.0,12.0,-0.3,0.3
Cc1nn(-c2ccccc2)c(C)c1C(=O)OCC(O)=C(C#N)c1nc2ccccc2[nH]1,3.4,1.9,2.8,1.8,x,x,-2.0,-1.0,-0.2
COC(=O)Cc1ccc(NC(=S)NCC(C)C)cc1,-6.3,-6.8,2.8,-4.3,-10.7,-5.5,1.8,-1.2,0.4
